PrPC surface inh = inhibitors of human cell surface prion protein PrPC. P04156. TR-FRET read-out. inhibition, % at 13.8 µM. 370,000 compounds, 0.43% hits. AID 720596; in the data active = inhibition above about 24%; also: 0% = median of the test wells and 100% = reference compound wells
Rv3671c protease = inhibits the M. tuberculosis serine protease Rv3671c; 320,000 compounds, 0.048% hits; inhibition, % at 5.96 µM; P9WHR9; in the data active = inhibition above about 38%;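 also: extracellular domain of Rv3671c used as enzyme; 0% = enzyme with DMSO and 100% = no enzyme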
BoNT-A LC inh2 = BoNT A light chain protease inhibition | multiplex microsphere protease substrate cleavage, flow cytometry | inhibition, % at 10 µM | 360,000 compounds, 0.17% hits | AID 588499; also: plate controls were buffer without enzyme for full effect and enzyme alone for no effect
PriA SSB inh = inhibitors of Klebsiella pneumoniae PriA binding to SSB C-terminal tail; AlphaScreen SSBct-PriA binding, biotinylated peptide; inhibition, % at 33 µM; 430,000 compounds, 0.6% hits; in the data active = inhibition mostly above about 37%, no sharp cut-off; inactive = mostly below about 20%;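 also: plate controls were negative control peptide for no effect and reference peptide for full effect; strong numbers were not always called active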
DUSP3 inh = inhibitors of human VHR1 phosphatase (DUSP3). recombinant VHR phosphatase, pNPP absorbance. inhibition, % at 13.3 µM. 290,000 compounds, 0.52% hits; in the data active = inhibition above about 50%; also: some compounds called inactive have numbers as strong as hits
Target sequence (P51452 whole entry, looked up): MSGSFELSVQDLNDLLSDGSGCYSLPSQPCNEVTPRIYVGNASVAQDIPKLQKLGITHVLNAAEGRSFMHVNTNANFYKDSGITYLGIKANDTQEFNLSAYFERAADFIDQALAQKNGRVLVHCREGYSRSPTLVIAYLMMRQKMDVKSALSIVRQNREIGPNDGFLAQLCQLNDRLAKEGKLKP
CCHFV vOTU inh = CCHFV vOTU protease inhibition | Pep-AMC fluorescence | AID 651958 | 370,000 compounds, 0.55% hits | inhibition, % at 11.5 µM; in the data active = inhibition above about 30%; also: 0% = vehicle wells with enzyme and 100% = no enzyme wells
BoNT F protease = inhibitors of Botulinum neurotoxin F light chain protease; 360,000 compounds, 0.22% hits; Multiplex microsphere protease cleavage assay, flow cytometry; AID 588497; inhibition, % at 10 µM; in the data active = inhibition above about 35%, passing the limit was not always enough; inconclusive = no clear call, values can overlap the other calls; also: plate controls were buffer without enzyme for full effect and enzyme alone for no effect
Anthrax LF inh2 = blocks Bacillus anthracis lethal factor protease | inhibition, % at 10 µM | P15917 | multiplex microsphere protease cleavage assay, LF | 360,000 compounds, 0.12% hits; also: plate controls were buffer without enzyme for full effect and enzyme alone for no effect
Target sequence (P15917 whole entry, looked up): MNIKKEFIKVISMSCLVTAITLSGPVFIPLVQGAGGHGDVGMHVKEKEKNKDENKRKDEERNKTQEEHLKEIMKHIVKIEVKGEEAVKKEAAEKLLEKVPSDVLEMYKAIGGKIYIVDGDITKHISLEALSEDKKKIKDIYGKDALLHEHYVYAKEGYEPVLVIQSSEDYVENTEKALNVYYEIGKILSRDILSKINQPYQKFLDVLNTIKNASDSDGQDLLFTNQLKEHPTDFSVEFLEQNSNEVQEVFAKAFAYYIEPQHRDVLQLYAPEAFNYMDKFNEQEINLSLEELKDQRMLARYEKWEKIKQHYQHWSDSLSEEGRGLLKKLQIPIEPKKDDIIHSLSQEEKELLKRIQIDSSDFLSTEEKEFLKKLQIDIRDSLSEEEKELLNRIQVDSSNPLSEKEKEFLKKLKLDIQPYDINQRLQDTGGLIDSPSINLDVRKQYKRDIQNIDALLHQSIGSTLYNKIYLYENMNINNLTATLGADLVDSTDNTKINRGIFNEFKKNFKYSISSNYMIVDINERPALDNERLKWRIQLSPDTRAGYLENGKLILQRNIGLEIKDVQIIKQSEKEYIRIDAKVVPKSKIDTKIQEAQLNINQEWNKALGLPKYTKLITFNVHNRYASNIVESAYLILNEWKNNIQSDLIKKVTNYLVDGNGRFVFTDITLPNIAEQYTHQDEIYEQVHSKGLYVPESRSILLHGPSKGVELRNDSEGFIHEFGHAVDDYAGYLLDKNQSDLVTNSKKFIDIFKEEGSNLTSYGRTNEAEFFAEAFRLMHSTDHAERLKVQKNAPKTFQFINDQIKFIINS
MazF activator = MazEF (E. coli) toxin RNase activation | 350,000 compounds, 0.32% hits | P0AE70 | FAM/BHQ RNA-DNA oligo cleavage fluorescence, 5 h | AID 504720 | activation, % at 20 µM; in the data active = activation above about 50%
Target sequence (P0AE70 whole entry, looked up): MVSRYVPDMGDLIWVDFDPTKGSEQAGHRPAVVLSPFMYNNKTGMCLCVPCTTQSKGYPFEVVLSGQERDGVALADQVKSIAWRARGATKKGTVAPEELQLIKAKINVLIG
SARS 3CLpro inh = SARS-CoV 3CLpro protease inhibition. inhibition, % at 6 µM. P0C6X7. 290,000 compounds, 0.14% hits. recombinant SARS-CoV 3CLpro, quenched FRET peptide cleavage; in the data active = inhibition above about 12%
The depositor's hits bear a star. Rule as the data show it, unless noted: active = inhibition above about 30%; inconclusive = no clear call, values can overlap the other calls; inactive = below that. These rows are one share of the data; rates above refer to the full screens.

Start of the data: the first 2 records (preview)
`O=C(O)CCn1cc(C=C2C(=O)NC(=O)NC2=O)c(-c2cc3ccccc3oc2=O)n1` gave PrPC surface inh -10, Rv3671c protease 0, BoNT-A LC inh2 -0.8, PriA SSB inh -19, DUSP3 inh 44, CCHFV vOTU inh -14, BoNT F protease -7, Anthrax LF inh2 2, MazF activator -1 and SARS 3CLpro inh 0.
COc1ccc2oc(-c3ccccc3)c(C(=O)O)c2c1 was read as PrPC surface inh 2, Rv3671c protease -7, BoNT-A LC inh2 -10, PriA SSB inh -18, DUSP3 inh 2, CCHFV vOTU inh -79, BoNT F protease -20, Anthrax LF inh2 1, MazF activator 1 and SARS 3CLpro inh 0.

This part in full, from the first entry:
`O=C(O)CCn1cc(C=C2C(=O)NC(=O)NC2=O)c(-c2cc3ccccc3oc2=O)n1` gave PrPC surface inh -10, Rv3671c protease 0, BoNT-A LC inh2 -0.8, PriA SSB inh -19, DUSP3 inh 44, CCHFV vOTU inh -14, BoNT F protease -7, Anthrax LF inh2 2, MazF activator -1 and SARS 3CLpro inh 0.
COc1ccc2oc(-c3ccccc3)c(C(=O)O)c2c1 was read as PrPC surface inh 2, Rv3671c protease -7, BoNT-A LC inh2 -10, PriA SSB inh -18, DUSP3 inh 2, CCHFV vOTU inh -79, BoNT F protease -20, Anthrax LF inh2 1, MazF activator 1 and SARS 3CLpro inh 0.
Screening O=C(Cc1cccc2ccccc12)NN1C(=O)CSC1=S returned PrPC surface inh -1, Rv3671c protease -12, BoNT-A LC inh2 4.0, PriA SSB inh 2, DUSP3 inh 10, CCHFV vOTU inh -2, BoNT F protease 22, Anthrax LF inh2 15, MazF activator 12 and SARS 3CLpro inh 6.
Cn1nc(CC(=O)Nc2ccc(N3CCN(C(=O)OC(C)(C)C)CC3)cc2)c2ccccc2c1=O was read as PrPC surface inh 16, Rv3671c protease -3, BoNT-A LC inh2 0.1, PriA SSB inh -3, DUSP3 inh 18, CCHFV vOTU inh 8, BoNT F protease 7, Anthrax LF inh2 0, MazF activator 16 and SARS 3CLpro inh 2.
O=C(CSc1nc2c(cnn2-c2ccc(F)cc2)c(=O)[nH]1)N1CCOCC1 was read as PrPC surface inh 4, Rv3671c protease 7, BoNT-A LC inh2 0.2, PriA SSB inh -16, DUSP3 inh 5, CCHFV vOTU inh 17, BoNT F protease -2, Anthrax LF inh2 1, MazF activator 4 and SARS 3CLpro inh 1.
Screening Cc1cnc(C(=O)NNC(=O)c2ccc(Br)cc2)cn1 returned PrPC surface inh 4, Rv3671c protease -3, BoNT-A LC inh2 -2.0, PriA SSB inh 3, CCHFV vOTU inh -9, BoNT F protease -7, Anthrax LF inh2 -1 and MazF activator 6.
For CN(C)S(=O)(=O)c1cccc(NC(=O)COC(=O)c2cc(-c3cccc(Br)c3)nc3ccccc23)c1 the results were PrPC surface inh -4, Rv3671c protease -85, BoNT-A LC inh2 0.6, PriA SSB inh -15, DUSP3 inh -2, CCHFV vOTU inh 6, BoNT F protease -4, Anthrax LF inh2 -3, MazF activator -2 and SARS 3CLpro inh 1.
O=C(NCC1CCCCC1)c1ccc(Cl)c(S(=O)(=O)N2CCOCC2)c1 was read as PrPC surface inh 11, Rv3671c protease 1, BoNT-A LC inh2 -0.5, PriA SSB inh 3, CCHFV vOTU inh 15, BoNT F protease 1, Anthrax LF inh2 -5 and MazF activator 3.
For O=C(NCc1nc(-c2ccccc2)cs1)c1ccccc1 the results were PrPC surface inh 1, Rv3671c protease -5, BoNT-A LC inh2 0.3, PriA SSB inh -5, DUSP3 inh 26, CCHFV vOTU inh -2, BoNT F protease 3, Anthrax LF inh2 6, MazF activator -2 and SARS 3CLpro inh 2.
Screening CSc1nc(C)cc(Oc2ccc(=O)[nH]n2)n1 returned PrPC surface inh 1, Rv3671c protease 7, BoNT-A LC inh2 -1.6, PriA SSB inh -27, DUSP3 inh 2, CCHFV vOTU inh -10, BoNT F protease 0, Anthrax LF inh2 -2, MazF activator -15 and SARS 3CLpro inh 6.
COc1ccc(NCc2nnc(SCC(=O)NNC(=O)c3ccc(C)cc3)n2C)cc1 was read as PrPC surface inh 2, Rv3671c protease 10, BoNT-A LC inh2 0.1, PriA SSB inh -9, DUSP3 inh 14, CCHFV vOTU inh 11, BoNT F protease -3, Anthrax LF inh2 -1, MazF activator 10 and SARS 3CLpro inh 1.
`Cc1oc(-c2ccc(Cl)cc2)nc1CN1CCC(C(=O)NCCCN2CCCC(C)C2)CC1` (centres undefined) gave PrPC surface inh -12, Rv3671c protease 5, BoNT-A LC inh2 0.0, PriA SSB inh -4, DUSP3 inh -9, CCHFV vOTU inh 3, BoNT F protease -8, Anthrax LF inh2 5, MazF activator 4 and SARS 3CLpro inh -1.
Screening O=C(NC1CCCCC1)c1nc2c(nnn2Cc2ccccc2Cl)c(=O)[nH]1 returned PrPC surface inh -1, Rv3671c protease 2, BoNT-A LC inh2 -0.9, PriA SSB inh 1, DUSP3 inh 3, CCHFV vOTU inh -5, BoNT F protease -1, Anthrax LF inh2 -1, MazF activator 2 and SARS 3CLpro inh -3.
Screening COc1ccc(NC(=O)CNC(=O)Cc2ccccc2)cc1OC returned PrPC surface inh 11, Rv3671c protease 2, BoNT-A LC inh2 -0.1, PriA SSB inh -2, DUSP3 inh 26, CCHFV vOTU inh -9, BoNT F protease -3, Anthrax LF inh2 -10, MazF activator 6 and SARS 3CLpro inh -3.
Screening CCOc1ccc(S(=O)(=O)NCCC(=O)OCC(=O)Nc2cc(C)on2)cc1 returned PrPC surface inh -4, Rv3671c protease -6, BoNT-A LC inh2 -1.1, PriA SSB inh 2, DUSP3 inh 13, CCHFV vOTU inh 7, BoNT F protease -7, Anthrax LF inh2 -6, MazF activator 3 and SARS 3CLpro inh 5.
Screening CN(CC(=O)Nc1ccc(Cl)cc1)C(=O)c1cccc(S(=O)(=O)N2CCN(Cc3ccccc3)CC2)c1 returned PrPC surface inh 14, Rv3671c protease -21, BoNT-A LC inh2 -1.3, PriA SSB inh 8, CCHFV vOTU inh 8, BoNT F protease 8, Anthrax LF inh2 -3 and MazF activator 0.
`CCCNS(=O)(=O)c1ccc(OCC(=O)N2CCOCC2)cc1` gave PrPC surface inh 1, Rv3671c protease 2, BoNT-A LC inh2 -0.9, PriA SSB inh -9, DUSP3 inh 22, CCHFV vOTU inh -7, BoNT F protease -9, Anthrax LF inh2 -7, MazF activator 11 and SARS 3CLpro inh 1.
`CN(C)S(=O)(=O)n1cc(/C=C(\NC(=O)c2ccccc2Cl)C(=O)NCCCN2CCOCC2)c2ccccc21` gave PrPC surface inh 1, Rv3671c protease 5, BoNT-A LC inh2 -1.0, PriA SSB inh -7, DUSP3 inh -7, CCHFV vOTU inh 0, BoNT F protease -9, Anthrax LF inh2 -3, MazF activator 10 and SARS 3CLpro inh 0.
For O=C1C(=O)N(c2cccc(Cl)c2)C(c2ccccc2[N+](=O)[O-])/C1=C(\O)c1ccccc1 (centres undefined) the results were Rv3671c protease -7, BoNT-A LC inh2 -1.9, DUSP3 inh 16, BoNT F protease 0, Anthrax LF inh2 0, MazF activator 1 and SARS 3CLpro inh -4.
O=C1C[C@@H](c2ccc(O)cc2)Oc2cc(O)cc(O)c21 was read as PrPC surface inh 5, Rv3671c protease -26, BoNT-A LC inh2 -0.6, PriA SSB inh -2, DUSP3 inh -11, CCHFV vOTU inh 8, BoNT F protease -5, Anthrax LF inh2 -6, MazF activator 3 and SARS 3CLpro inh 0.
Screening CC(=O)c1ccc(S(=O)(=O)NCc2ccc(C(=O)NCC(c3ccccc3)N(C)C)cc2)cc1 (centres undefined) returned PrPC surface inh -2, Rv3671c protease -13, BoNT-A LC inh2 -3.5, PriA SSB inh 10, DUSP3 inh 12, CCHFV vOTU inh -10, BoNT F protease 5, Anthrax LF inh2 -3, MazF activator 4 and SARS 3CLpro inh 5.
N#Cc1ccc(C(=O)Nc2nc3ccccc3[nH]2)cc1 was read as PrPC surface inh 7, Rv3671c protease -2, BoNT-A LC inh2 -0.5, PriA SSB inh -4, DUSP3 inh 31, CCHFV vOTU inh 6, BoNT F protease -7, Anthrax LF inh2 -1, MazF activator 5 and SARS 3CLpro inh 0.
`Cc1cccc(C)c1-n1nnnc1C1(C)CCC(=O)N1CCCN1CCOCC1` (centres undefined) gave PrPC surface inh 3, BoNT-A LC inh2 -0.8, CCHFV vOTU inh 17, BoNT F protease 0 and Anthrax LF inh2 -8.
`CC(C)C(Cl)=NOC(=O)Nc1ccc(S(N)(=O)=O)cc1` gave PrPC surface inh 9, BoNT-A LC inh2 -0.7, PriA SSB inh 5, CCHFV vOTU inh 5, BoNT F protease 2, Anthrax LF inh2 -7 and MazF activator 6.
Cc1nn(Cc2c(Cl)cccc2Cl)c(C)c1NC(=O)c1cc(C(C)C)on1 was read as PrPC surface inh 11, Rv3671c protease -4, BoNT-A LC inh2 -0.7, PriA SSB inh 3, DUSP3 inh 9, CCHFV vOTU inh -3, BoNT F protease 0, Anthrax LF inh2 -3, MazF activator -4 and SARS 3CLpro inh -6.
For Cc1ccsc1/C=N\NC(=O)c1ccc2c(c1)OCO2 the results were PrPC surface inh -5, Rv3671c protease -6, BoNT-A LC inh2 -1.9, DUSP3 inh 8, CCHFV vOTU inh 14, BoNT F protease -7, Anthrax LF inh2 -14, MazF activator -5 and SARS 3CLpro inh 3.
For COC(=O)c1cccc(NC(=O)c2cccc(OC)c2)c1 the results were PrPC surface inh 3, Rv3671c protease 0, BoNT-A LC inh2 -0.1, PriA SSB inh -6, DUSP3 inh 4, CCHFV vOTU inh 3, BoNT F protease -10, Anthrax LF inh2 -1, MazF activator -6 and SARS 3CLpro inh 3.
`COCCNc1nnc(SCC(=O)NC(=O)c2ccccc2)s1` gave PrPC surface inh -4, Rv3671c protease 1, BoNT-A LC inh2 1.9, PriA SSB inh -6, CCHFV vOTU inh -8, BoNT F protease 9, Anthrax LF inh2 inconclusive and MazF activator 3.
Screening CCOC(=O)c1cc2[nH]c3ccccc3c2[n+](-c2ccc([N+](=O)[O-])cc2)c1C returned PrPC surface inh -44, Rv3671c protease 1, BoNT-A LC inh2 1.2, PriA SSB inh -13, DUSP3 inh 7, CCHFV vOTU inh 9, BoNT F protease -2, Anthrax LF inh2 1, MazF activator -1 and SARS 3CLpro inh 0.
Screening O=C1C=C(c2ccc(O)cc2)C[C@@H](c2ccc3c(c2)OCO3)C1 returned PrPC surface inh -14, Rv3671c protease -15, BoNT-A LC inh2 1.2, PriA SSB inh -2, CCHFV vOTU inh 1, BoNT F protease 10, Anthrax LF inh2 -5 and MazF activator 1.
Screening NC(=O)C1CCN(C(=O)C2CCC(=O)N(C3CCCCCC3)C2)CC1 (centres undefined) returned PrPC surface inh -5, Rv3671c protease -3, BoNT-A LC inh2 0.6, PriA SSB inh 3, DUSP3 inh -9, CCHFV vOTU inh -2, BoNT F protease -5, Anthrax LF inh2 -3, MazF activator -2 and SARS 3CLpro inh 2.
C/C(=N\NC(=O)c1sccc1C)c1ccncc1 was read as PrPC surface inh 6, Rv3671c protease -3, BoNT-A LC inh2 2.4, DUSP3 inh 6, CCHFV vOTU inh -2, BoNT F protease 2, Anthrax LF inh2 -1, MazF activator -2 and SARS 3CLpro inh -1.
`COc1ccccc1CCC(=O)OCC(=O)N1CCN(S(=O)(=O)c2ccc(C)cc2C)CC1` gave PrPC surface inh -4, Rv3671c protease 4, PriA SSB inh -4, CCHFV vOTU inh 16 and MazF activator 1.
For CCOc1ccccc1NC(=O)c1nc(S(=O)(=O)Cc2ccccc2)ncc1Cl the results were PrPC surface inh -4, Rv3671c protease -9, BoNT-A LC inh2 -1.9, PriA SSB inh -9, DUSP3 inh -15, CCHFV vOTU inh 5, BoNT F protease -6, Anthrax LF inh2 -1, MazF activator 13 and SARS 3CLpro inh -2.
For CC(C)(C)c1cc([N+](=O)[O-])cc(C(C)(C)C)c1O the results were PrPC surface inh 13, Rv3671c protease 3, PriA SSB inh -2, DUSP3 inh 16, CCHFV vOTU inh 18, MazF activator 0 and SARS 3CLpro inh 6.
Screening O=C(Nc1ccccc1F)NC1CCN(Cc2nnnn2Cc2ccc(F)cc2)CC1 returned PrPC surface inh 1, Rv3671c protease -9, BoNT-A LC inh2 -0.5, PriA SSB inh 10, DUSP3 inh 29, CCHFV vOTU inh -1, BoNT F protease -2, Anthrax LF inh2 1, MazF activator 0 and SARS 3CLpro inh 2.

High-throughput results from PubChem BioAssay.
